Assay outcomes deposited in PubChem BioAssay by NCI.
rad50: NCI yeast anticancer drug screen, S. cerevisiae rad50 strain. AID 155, 2004. % growth inhibition at 50 µM. actives 10% (n = 79,000);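 further: 0% = growth of vehicle-only cultures of the same strain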
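Inhibition values express reduced yeast growth in compound-treated cultures relative to vehicle-treated controls.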
yeast cln2 rad14: NCI yeast anticancer drug screen, S. cerevisiae cln2 rad14 strain; growth inhibition, % at 50 µM; actives 8.3% (n = 78,000); AID 165, 2004;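 further: 0% = growth of vehicle-only cultures of the same strain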
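cln2 rad14 yeast strain; compound exposure; growth inhibition read vs vehicle controls.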
yeast mec2-1: NCI yeast anticancer drug screen, S. cerevisiae mec2-1 strain; growth inhibition, % at 50 µM; actives 9% (n = 79,000); AID 157, 2004;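 further: 0% = growth of vehicle-only cultures of the same strain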
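Yeast mec2-1 mutant treated with compound. Readout: growth inhibition vs vehicle controls.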
bub3: NCI yeast anticancer drug screen, S. cerevisiae bub3 mutant strain | actives 9.9% (n = 78,000) | % growth inhibition at 50 µM;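 further: 0% = growth of vehicle-only cultures of the same strain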
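Part of a panel of yeast mutants defective in DNA damage repair or cell cycle regulation. Each strain is grown with compound, and inhibition is calculated relative to solvent-treated cultures.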
yeast sgs1 mgt1: NCI yeast anticancer drug screen, S. cerevisiae sgs1 mgt1 strain. actives 10% (n = 78,000). growth inhibition, % at 50 µM;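 further: 0% = growth of vehicle-only cultures of the same strain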
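Genetically altered yeast, compound exposure, growth inhibition relative to vehicle.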
mlh1 rad18: NCI yeast anticancer drug screen, S. cerevisiae mlh1 rad18 strain. AID 175, 2004. actives 11% (n = 79,000). growth inhibition, % at 50 µM;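 further: 0% = growth of vehicle-only cultures of the same strain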
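Test agents were incubated with a yeast strain of defined genotype (DNA damage repair defect). Inhibition of growth was derived by comparison with vehicle-exposed cultures.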
* hit, by the source's call; & = joins results of further samples. No stated cut-off is given here; in the data, active means growth inhibition above about 70%; inactive means the rest.

SMILES	rad50	yeast cln2 rad14	yeast mec2-1	bub3	yeast sgs1 mgt1	mlh1 rad18
Cn1c(-c2ccc(/C=N\N3CCN(/N=C/c4ccc(-c5c[n+]6ccccc6n5C)cc4)CC3)cc2)c[n+]2ccccc12	49	22	25	80*	72*	84*
CCCCOCN(CC(CC)CCCC)CC(CC)CCCC (stereo not given)	26	5	13	19	73*	52
COc1cc(C)oc(=O)c1	-6	-17	6	8	-2	3
Cc1cn(C2CC(N)C(C(=O)NCC(=O)O)O2)c(=O)[nH]c1=O (stereo not given)	-20	3	-54	-40	-1	-26
CN(C)CCNC(=O)Cn1cnc2cccc([N+](=O)[O-])c2c1=O	34	21	17	21	5	-35
O=C1c2ccccc2C2C1C(c1ccccc1)C1(Cc3ccccc3C1=O)C2c1ccccc1 (stereo not given)	-26	-17	11	-3	10	4
COc1c2c(cc(O)c1C(C)=O)OC(C)(C)C=C2	17&-5	12&-15	-36&-37	18&-12	16&-12	6&-15
CC(C)c1ccc2nc3ccc(C(=O)NCCN(C)C)cn3c(=O)c2c1	-16	3	0	-1	-10	9
C/C(CC(O)(C(F)(F)F)C(F)(F)F)=N\NC(N)=O	-38	-1	-44	-5	-22	-16
NCc1nnn(Cc2ccccc2)c1N	-32	30	-24	-20	-27	24
N#C/C(=N\NC(=O)c1ccncc1)c1ccc(Cl)cc1	-3	-30	4	-10	4	5
Cc1c(O)ccc(C(=O)CCl)c1O	59	13	62	41	60	68
O=C1OC2(C(F)(F)F)Oc3ccccc3CN2C12CCCCC2 (stereo not given)	18	25	35	42	11	13
CCCCCCCCCCCCCCCC(=O)N1CC[N+](C)(C)CC1	99*	98*	100*	99*	60	100*
CN(C)CCCn1c2ccccc2c2cnccc21	0	-55	-11	-48	-18	15
CSc1nc2c(c(O)c(C)c(=O)n2C2OC(COC(C)=O)C(OC(C)=O)C(OC(C)=O)C2OC(C)=O)c(=O)n1C (stereo not given)	10	33	-4	35	63	7
Cc1cccc(C)c1NC(=O)Nc1ncccn1	2	-79	0	4	14	-19
CC(=O)NC1=C(OS(=O)(=O)c2ccc(C)cc2)CN(C)C1=O	35	9	18	47	9	47
O=C1OC(Cl)C=C1c1ccccc1 (stereo not given)	5	-36	-7	-24	-4	1
Nc1nc(-c2ccccc2)nc(-c2ccccc2)n1	-3	-14	-7	-22	-8	-16
O=C(OCC(O)C1OC(c2ccccc2)OC(COC(=O)c2ccccc2)C1O)c1ccccc1 (stereo not given)	6	17	5	1	14	12
CC(C)=C1C2CCC1C1C(=O)OC(=O)C21 (stereo not given)	18	25	20	-4	-6	-17
CC1=C[P+](Cc2ccccc2)(c2ccccc2)CC1 (stereo not given)	17&-6	-8&-6	11&5	4&14	8&21	33&24
CC(C)C(C(=O)O)c1ccccc1 (stereo not given)	3	-18	9	-15	-1	3
CC1(C)OC2OC3C(Br)C(=O)OC3C2O1 (stereo not given)	15	10	-8	24	25	26

Some of these compounds in order of length of the SMILES, lowest first.
SMILES	rad50	yeast cln2 rad14	yeast mec2-1	bub3	yeast sgs1 mgt1	mlh1 rad18
NCc1nnn(Cc2ccccc2)c1N	-32	30	-24	-20	-27	24
CC(C)C(C(=O)O)c1ccccc1 (stereo not given)	3	-18	9	-15	-1	3
CC(C)=C1C2CCC1C1C(=O)OC(=O)C21 (stereo not given)	18	25	20	-4	-6	-17
Nc1nc(-c2ccccc2)nc(-c2ccccc2)n1	-3	-14	-7	-22	-8	-16
CC1=C[P+](Cc2ccccc2)(c2ccccc2)CC1 (stereo not given)	17&-6	-8&-6	11&5	4&14	8&21	33&24
COc1c2c(cc(O)c1C(C)=O)OC(C)(C)C=C2	17&-5	12&-15	-36&-37	18&-12	16&-12	6&-15
CCCCCCCCCCCCCCCC(=O)N1CC[N+](C)(C)CC1	99*	98*	100*	99*	60	100*
C/C(CC(O)(C(F)(F)F)C(F)(F)F)=N\NC(N)=O	-38	-1	-44	-5	-22	-16
CN(C)CCNC(=O)Cn1cnc2cccc([N+](=O)[O-])c2c1=O	34	21	17	21	5	-35
Cc1cn(C2CC(N)C(C(=O)NCC(=O)O)O2)c(=O)[nH]c1=O (stereo not given)	-20	3	-54	-40	-1	-26
O=C1c2ccccc2C2C1C(c1ccccc1)C1(Cc3ccccc3C1=O)C2c1ccccc1 (stereo not given)	-26	-17	11	-3	10	4
O=C(OCC(O)C1OC(c2ccccc2)OC(COC(=O)c2ccccc2)C1O)c1ccccc1 (stereo not given)	6	17	5	1	14	12
CSc1nc2c(c(O)c(C)c(=O)n2C2OC(COC(C)=O)C(OC(C)=O)C(OC(C)=O)C2OC(C)=O)c(=O)n1C (stereo not given)	10	33	-4	35	63	7
Cn1c(-c2ccc(/C=N\N3CCN(/N=C/c4ccc(-c5c[n+]6ccccc6n5C)cc4)CC3)cc2)c[n+]2ccccc12	49	22	25	80*	72*	84*

(listing goes on)
SMILES	rad50	yeast cln2 rad14	yeast mec2-1	bub3	yeast sgs1 mgt1	mlh1 rad18
N#CC(c1ccccc1)c1ccc(N(CCO)CCO)cc1 (stereo not given)	-17	-46	-1	20	-14	-8
FC(F)(F)C(F)(F)C(F)(F)C(F)(F)C(F)(F)C(F)(F)C(F)(F)c1noc(C(F)(F)C(F)(F)C(F)(F)C(F)(F)C(F)(F)C(F)(F)C(F)(F)F)n1	-1	-5	6	1	-5	17
CCN(CC)CCCN1CCc2c([nH]c3ccccc23)C1c1cccnc1 (stereo not given)	-4	6	-18	-18	0	-17
S=C1N(c2ccc(Br)cc2)C2=Nc3ccccc3SC(=C2N=Nc2ccccc2)N1c1ccc(Cl)cc1	-14	14	21	-1	-9	-3
c1cnc2c(c1)Sc1ncccc1S2	4	-15	6	-18	1	-1
COc1ccccc1NC(=O)C1=C(C)NC(C)=C(C(=O)Nc2ccccc2C)C1c1ccccc1 (stereo not given)	44	-24	33	-8	33	33
Clc1ccc(CCn2cncn2)cc1	-16	-12	-12	-23	-45	-19
CCCC(=O)OCCc1ccccc1	13	-65	10	5	16	-26
C[C@@]12C[C@@H](Br)[C@H](Br)C[C@]1(C)O2	94*	64	99*	55	98*	93*
CCOc1ccc2c(c1)C(C)=CC(C)(C)N2	8	-12	2	-6	2	-10
CCOC(=O)Oc1cc2c(c(OC)c1OC)-c1ccc(SC)c(=O)cc1C(NC(=O)C(F)(F)F)CC2 (stereo not given)	21	12	-4	7	22	-36
OCc1ccccc1C(c1ccccc1)c1ccccc1	3	6	65	91*	73*	84*
N#Cc1ccc(CC(O)(c2ccccc2)c2ccccc2)cc1	5	-13	-1	3	-1	-10
C=CC(CO)N1CCCCC1 (stereo not given)	-9	-9	25	-19	-1	14
CCOC(=O)C(C)(Br)C(Br)c1ccc([N+](=O)[O-])cc1 (stereo not given)	97*	43	93*	81*	97*	97*
c1ccc(C2(c3ccccc3)SSC3(S2)C2CC4CC(C2)CC3C4)cc1 (stereo not given)	10	-14	3	-23	4	-5
COc1ccc2c3c(cc(OC)c2c1)[C@@H]1CC[C@H](C(C)=O)[C@@]1(C)CC3	8	-39	-7	5	8	-8
COC(=O)c1ccc(NC(C)=O)c([N+](=O)[O-])c1	3	-22	-8	-26	-11	16
Cc1ccc(N2C(=O)/C(=C\c3ccc(N(CCC#N)CCC#N)cc3)N=C2COc2ccccc2)cc1	12	-9	-4	-11	-4	-9
Cc1ccc(N=Nc2c(O)c(S(=O)(=O)O)cc3cc(S(=O)(=O)O)ccc23)c(C)c1	9	6	-20	-14	-14	3
CN(C)c1cc(N(C)C)c2cc(-c3ccccc3)sc2n1	76*	8	17	64	95*	63
CC(C)/C=N/N(CCOC(=O)Nc1ccccc1)C(=O)Nc1ccccc1	-4	82*	14	16	-13	7
Cc1nc(N)nc(C)c1N=Nc1ccc(Br)cc1Br	41	5	4	1	20	15
Cc1cc2ccccc2n1S(=O)(=O)c1ccccc1	54	35	45	61	18	66
OC(COc1ccc2ccccc2c1)COc1ccc2ccccc2c1	-9	-16	-22	-12	-8	-6
Going on with the list:
SMILES	rad50	yeast cln2 rad14	yeast mec2-1	bub3	yeast sgs1 mgt1	mlh1 rad18
CCCCCO[Si](OCCCCC)(OCCCCC)OCCCCC	4	-4	-9	2	29	11
NCCC(O)C(=O)NC1CC(N)C(OC2OC(CN)C(O)C(O)C2O)C(O)C1OC1OC(CO)C(O)C(N)C1O (stereo not given)	-17	-4	-20	-21	-15	10
COC(=O)c1ccccc1NC(=O)c1cc(C(=O)O)c(C(=O)Nc2ccccc2C(=O)OC)cc1C(=O)O	1	4	10	-4	5	23
O=C(C(=O)c1cccc(C(=O)C(=O)c2ccccc2)c1)c1ccccc1	5	17	-11	-29	-15	10
C/C(=C\c1ccc(N(C)C)cc1)c1ccncc1	63	35	39	87*	68	48
Cc1nn2c(nnn2CCO)c1-c1ccccc1	11	-11	-6	-25	-15	16
O=[N+]([O-])c1c(F)c(F)c2c(c1F)Nc1ccccc1S2	3	49	-16	30	11	-71
O=c1c(Br)cc2nc3ccccc3sc-2c1Br	3	9	18	10	13	0
COc1ccc(CC(=O)NCCc2ccc(OC)c(OC)c2)cc1Br	12	8	-5	9	-4	3
CC1CC(NC(=S)S)CC(C)(C)C1 (stereo not given)	13	-16	15	54	25	7
CN(C)CCc1ccnc2nc(-c3ccc4ccccc4c3)cn12	-3	11	-12	-3	11	-47
NC(=Nc1ccccc1)SCc1ccc([N+](=O)[O-])cc1	30	17	43	70*	57	19
O=C(O)C(Cc1ccc(O)c([N+](=O)[O-])c1)N1C(=O)c2ccccc2C1=O (stereo not given)	15	-41	-21	-11	-26	19
N#CCc1cccnc1	12	10	-21	-5	2	-7
CC(=O)OCCN(C)C	3	8	-2	-19	-16	-10
N#[N+]c1ccc2c(S(=O)(=O)Oc3ccc(C(=O)c4ccccc4)c(OS(=O)(=O)c4cccc5c([O-])c([N+]#N)ccc45)c3)cccc2c1[O-]	82*	84*	85*	77*	77*	73*
COc1ccc(Cc2ccccc2C(=O)c2ccc(OC)cc2)cc1	-15	-5	-14	5	0	-15
COc1ccc(C(O)CO)c2ccccc12 (stereo not given)	13	0	-1	2	-5	-3
CCCCn1cnc2c(SSc3ncnc4c3ncn4CCCC)ncnc21	-12	12	-11	22	5	76*
O=C(Nc1ccc2cc(S(=O)(=O)O)cc(S(=O)(=O)O)c2c1)Nc1ccc2cc(S(=O)(=O)O)cc(S(=O)(=O)O)c2c1	2	0	5	-1	-8	19
N/N=C(/C(=O)c1ccccc1)c1ccccc1	18&-10	-56&12	10&5	-2&-3	0&5	8&10
C=CCOC(=O)CC	6	-6	-13	-15	-13	-10
O=C(O)/C=C/C=C/c1ccc(Cl)cc1	7	-14	23	10	4	-2
Cc1ccc(NC(=O)CC2C(=O)Nc3ccccc3S2(=O)=O)cc1C (stereo not given)	-10	3	-24	2	7	0
CCC(CC)(C(N)=O)C(N)=O	10	-43	-5	7	-10	-24
(next part)
SMILES	rad50	yeast cln2 rad14	yeast mec2-1	bub3	yeast sgs1 mgt1	mlh1 rad18
Cc1ccc(N2[C@H]3CCCN3c3ccc(C)cc3[C@@H]2C(F)(F)F)cc1	16	-2	1	-16	30	2
CCCCCCCS(=O)(=O)CCCCC(=O)O	-17	-3	-6	7	-7	-10
O=C(O)C1CC2(CCC1c1ccccc1)SCCS2 (stereo not given)	7	14	1	6	12	-10
O=C(O)C(SSC(C(=O)O)(c1ccccc1)c1ccccc1)(c1ccccc1)c1ccccc1	72*	36	22	12	55	38
C/C(=N\NC(=S)NC1CCCC1)c1ccccn1	79*	90*	86*	91*	92*	92*
C[N+](C)(C)/C=C/c1ccccc1	31	-11	-8	0	21	39
COc1ccc2c(c1)CCCN1Cc3ccccc3CC21 (stereo not given)	-14	9	22	24	0	4
CCC(C)c1ccccc1OCC(C)OC=O (stereo not given)	12	-17	-5	-2	-6	-23
CC12CC3CC(C)(C1)CC(SCCN=C(N)CCl)(C3)C2	99*	96*	99*	99*	99*	99*
COc1ccc(/C(=N/N)C(C)(C)C)cc1	6	-16	-3	-2	-8	-2
COC(=O)Cc1[nH]c(C(=O)OC)c(C)c1C(=O)OC	-7	-21	-7	-7	-3	-2
Cc1ccc(C(=O)Nc2ccc(CP(=O)(O)O)cc2CP(=O)(O)O)cc1NC(=O)Nc1cc(C(=O)Nc2ccc(CP(=O)(O)O)cc2CP(=O)(O)O)ccc1C	-11	0	-5	0	-12	10
O=C(O)c1cccc(/C=N/O)c1O	-17	-10	-3	8	-6	9
O=C(C(c1ccccc1)C(F)(F)F)N1CCCC1 (stereo not given)	7	-13	-8	14	5	1
CCCCNc1ncc(OCC)c(NCCCC)n1	73*	43	89*	95*	92*	78*
Cc1nc2c(ccc3ncccc32)[nH]1	3	-1	-2	7	-7	8
N#CC1(Nc2ccc(Cl)cc2)CCCC1	6	-16	2	14	-6	3
CS(=O)CC(=N\N)/C(CS(C)=O)=N/N (stereo not given)	-60	-21	-21	-1	-20	-6
C/C(=N\NC(=S)N1CCC(C2CCN(C(=S)N/N=C(\C)c3ccccn3)CC2)CC1)c1ccccn1	32	45	16	64	60	-27
CCN(CC)C(=O)NCCCCCCNC(=O)N(CC)CC	-20	-20	-37	-29	-28	-24
Cc1ccc(NC2=CC(=O)C(=O)c3ccccc32)cc1C	35	11	13	34	19	26
O=C(NCCNCCO)N/N=C/c1ccccc1	0	-8	-34	-39	-16	-1
